HTR5A inv ag – counter-screen for OPRM1-OPRD1 inverse agonists: human HTR5A inverse agonism. P47898. HTR5A cell line, luminescence. inhibition, % at 9.3 µM. 340,000 tested, 0.083% active. AID 504634; in the data active = inhibition mostly above about 23%, no sharp cut-off; inactive = mostly below about 18%;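 also: 0% = cells with DMSO and 100% = no-cell wells with DMSO; some compounds called inactive have numbers as strong as hits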
Target sequence (P47898 whole entry, looked up): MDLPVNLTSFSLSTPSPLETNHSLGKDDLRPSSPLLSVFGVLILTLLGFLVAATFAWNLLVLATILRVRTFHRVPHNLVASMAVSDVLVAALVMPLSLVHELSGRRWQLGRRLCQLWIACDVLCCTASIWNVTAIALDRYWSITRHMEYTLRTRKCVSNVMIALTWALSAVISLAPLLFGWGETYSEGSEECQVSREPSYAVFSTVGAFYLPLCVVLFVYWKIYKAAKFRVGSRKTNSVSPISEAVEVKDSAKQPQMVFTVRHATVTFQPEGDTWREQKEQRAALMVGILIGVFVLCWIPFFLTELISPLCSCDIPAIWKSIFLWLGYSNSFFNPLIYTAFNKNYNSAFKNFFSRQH
Tat export inh – blocks Tat-dependent protein export in E. coli. 340,000 tested, 0.036% active. inhibition, % at 10 µM. E. coli MC4100 TorA-mCherry Tat export, fluorescence;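 active = mean replicate inhibition at least 50% and at least half of replicates individually reaching 50%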;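 also: exported cargo escapes ClpAP degradation while cytoplasmic cargo is degraded and loses fluorescence; 0% = median of neutral control wells and 100% = median of NaSCN control wells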
CDK5 p35 inh – inhibitors of human CDK5/p35 kinase; Q00535+Q15078; Recombinant CDK5/p35, ADP-Glo luminescence, 60 min; inhibition, % at 10 µM; 330,000 tested, 0.01% active; AID 488839;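 active = highest replicate inhibition of at least 50% and at least 75% of replicates reaching 50%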;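 also: plate controls were DMSO neutral control for no effect and GW8510 at 10 µM for full effect; many of its hits are not listed in these tables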
Target sequence (Q00535 whole entry, looked up): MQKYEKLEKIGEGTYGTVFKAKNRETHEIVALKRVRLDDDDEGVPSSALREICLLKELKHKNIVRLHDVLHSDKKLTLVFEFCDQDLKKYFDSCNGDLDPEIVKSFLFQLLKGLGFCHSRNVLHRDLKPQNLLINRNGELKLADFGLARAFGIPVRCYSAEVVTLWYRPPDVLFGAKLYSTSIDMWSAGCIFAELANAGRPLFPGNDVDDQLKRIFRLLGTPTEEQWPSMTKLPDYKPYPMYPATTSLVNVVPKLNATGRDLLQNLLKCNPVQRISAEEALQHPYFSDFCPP
Target sequence (Q15078 whole entry, looked up): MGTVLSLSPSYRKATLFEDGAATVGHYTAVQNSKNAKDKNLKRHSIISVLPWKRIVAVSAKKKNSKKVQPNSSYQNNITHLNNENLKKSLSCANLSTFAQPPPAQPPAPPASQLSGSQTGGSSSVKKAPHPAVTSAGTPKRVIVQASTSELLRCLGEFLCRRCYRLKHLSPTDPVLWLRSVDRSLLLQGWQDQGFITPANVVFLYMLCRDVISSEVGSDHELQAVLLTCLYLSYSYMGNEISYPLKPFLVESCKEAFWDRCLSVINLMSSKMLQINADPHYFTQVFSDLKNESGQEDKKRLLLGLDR
SUMO Mot1 rescue – inhibitors of SUMOylation pathway: yeast Mot1-301 growth rescue; S. cerevisiae Mot1-301 growth rescue, ATP luminescence, 38.5C; percent above DMSO median, 100 means doubled; growth rescue, % at 18.8 µM; 320,000 tested, 1% active; AID 2716;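 active = every valid replicate shows activation above 250% relative to neutral control wells; inactive = the rest, any valid replicate at or below 250%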;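 also: OY570 slx delta 5 strain wells were the positive control but not used for scaling; some compounds called inactive have numbers as strong as hits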
phage Ecoli inh – E. coli growth loss with phage present; growth absorbance; inhibition, % at 11.9 µM; 360,000 tested, 0.26% active; in the data active = inhibition above about 11%
Ecoli viability – bacterial growth inhibition, counter-screen for AddAB inhibitors | 330,000 tested, 0.27% active | AID 449728 | E. coli V3065 growth, OD600 absorbance, 18 h | inhibition, % at 11.9 µM;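 active = inhibition above the campaign's mean inhibition across all tested compounds plus 3 SD, cut at about 9.9% in these data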;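 also: uninfected addAB+ strain grown without phage in ampicillin broth; 0% = DMSO wells and 100% = ciprofloxacin 0.95 µg/ml wells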
AddAB inh – less growth of phage-infected E. coli with AddAB | E. coli expressing H. pylori AddAB, absorbance growth | inhibition, % at 11.9 µM | 330,000 tested, 0.29% active | AID 435030; in the data active = inhibition above about 12%;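 also: 0% = vehicle wells of infected cells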
PKA-R2B act – PKA-R2B complex activation; PKA-R2B holoenzyme dissociation, Cy5-IP20 fluorescence polarization; R2B truncated from residue 108, S112A mutant; 0% DMSO only, 100% 113 µM cGMP; activation, % at 11.4 µM; 340,000 tested, 0.079% active;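 active = activation above a cutoff set at the mean over all compounds plus 3 SD, cut at about 18% in these data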;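 also: higher means more holoenzyme dissociation and a rise in polarization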
PKA-R1A act – activates the PKA-R1A holoenzyme complex; 340,000 tested, 0.083% active; P00514+P68181; activation, % at 11.4 µM; PKA-R1A dissociation, Cy5-IP20 fluorescence polarization; scaled: DMSO 0%, 113 µM cGMP 100%;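 active = percent activation above the mean of all tested compounds plus 3 SD, cut at about 19% in these data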;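 also: higher means more PKAc released from R1A so a rise in polarization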
HTR5A ag ctr – activates human HTR5A in OPRM1-OPRD1 agonist counter-screen. P47898. HTR5A agonist assay, luminescence, cell-based. activation, % at 9.3 µM. 340,000 tested, 0.61% active; in the data active = activation mostly above about 9.5%, no sharp cut-off; inactive = mostly below about 7.6%;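 also: 0% = cells with vehicle only and 100% = reference agonist; strong numbers were not always called active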
DAGLB inhibitor – diacylglycerol lipase beta (human) inhibition | inhibition, % at 5.17 µM | HEK293T DAGLB membrane lysate, EnzChek fluorogenic substrate | 340,000 tested, 0.059% active | AID 504411 | Q8NCG7; in the data active = inhibition above about 34%;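 also: 0% = enzyme with vehicle and 100% = wells lacking enzyme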
* = called active by the depositor; nt = not tested or not shown.

Compound	HTR5A inv ag	Tat export inh	CDK5 p35 inh	SUMO Mot1 rescue	phage Ecoli inh	Ecoli viability	AddAB inh	PKA-R2B act	PKA-R1A act	HTR5A ag ctr	DAGLB inhibitor
COc1ccc(-c2nnc(SC(C)C(=O)Nc3ccc4c(c3)OCCO4)o2)cc1 (stereo unspecified)	-9	-4	-1.3	-1	2.3	-2.0	-0.6	-6	-3	-2	-1
NC(=O)CN(C/C=C/c1ccccc1)C/C=C/c1ccccc1	4	-1	0.0	-12	-1.6	-1.3	3.3	-9	-2	-1	-4
COc1ccc(C(C(=O)NC2CCCCC2)N(C(=O)c2ccco2)c2ccccc2C(C)=O)cc1 (stereo unspecified)	-15	-8	0.9	-1	0.6	1.9	4.8	5	1	5	-2
Cc1cc([N+](=O)[O-])ccc1N=Nc1c(N)[nH]n(-c2ccccc2)c1=O	12	-1	0.9	-13	2.8	-3.3	-0.8	-5	1	-4	8
CNC(=O)C1=C(C)NC(=S)NC1c1cccs1 (stereo unspecified)	5	2	-1.2	-5	2.6	-0.7	1.4	-10	-10	-2	0
COc1ccc(-c2cc(C(=O)N3CCCC3)no2)cc1	9	-3	1.3	-3	2.7	-0.3	3.8	-4	-6	-4	1
COc1cc([N+](=O)[O-])ccc1NC(=S)Nc1cccc(C(=O)O)c1	-7	-1	1.5	4	2.1	-0.6	-1.9	5	-2	2	0
NC(=O)C1CCN(C(=O)CN(C2CCCCC2)S(=O)(=O)c2ccc(F)cc2)CC1	6	-3	1.9	86	-0.1	-2.3	0.5	6	-3	-5	-3
Cc1cc(=O)c2cc(C(=O)c3ccccc3)ccc2[nH]1	-19	4	1.6	-12	3.0	-0.2	-0.6	-1	-4	5	-1
Cc1nc(NC(=O)C2CC2)sc1C(=O)Nc1ccccc1Cl	5	-2	0.8	8	2.0	nt	nt	3	-3	-1	-1
c1ccc(C2(CNc3ccccn3)CCCC2)cc1	-6	-4	1.5	1	0.3	1.1	1.0	-8	-4	2	2
COc1ccc(C2C(C#N)=C(N)OC3=C2C(=O)CCC3)cc1OC (stereo unspecified)	7	-3	-1.4	-3	2.9	1.3	-0.7	-4	-7	-2	1
CC1CCCC(C)N1CC(C)(C)NS(=O)(=O)c1ccc(Cl)cc1 (stereo unspecified)	0	-5	0.6	53	0.6	-0.5	-0.5	-6	-3	-3	-2
CCC(=O)Nc1cccc(NC(=O)c2cccc([N+](=O)[O-])c2)c1	-10	5	2.0	10	nt	-1.2	0.4	-2	-4	7	4
Cc1cc(C)c2c(N)c(S(=O)(=O)c3ccccc3)sc2n1	-1	10	-1.1	-18	-3.0	1.4	0.5	9	0	0	-5
O=C(NCc1ccco1)C1CC(c2ccc(Cl)c(Cl)c2)=NO1 (stereo unspecified)	7	-4	-1.7	34	3.6	0.3	1.2	-4	7	4	-3
CN(CC(=O)Nc1ccc(F)c(F)c1F)C(=O)c1ccc(N2CCCC2=O)cc1	-1	-6	0.5	3	-0.7	0.7	-0.7	-11	-6	0	-3
COc1ccc(CCNC(=O)[C@@H]2C[C@H]2c2ccccc2)cc1OC	-2	4	0.1	105	2.8	-1.0	-0.7	-1	0	0	-1
CCn1nnc2cc(C(=O)Nc3cc(OC)cc(OC)c3)ccc21	-1	-15	3.0	-7	0.7	2.5	3.4	-1	-2	2	2
COc1ccc(N(CC(=O)N2CCc3ccccc3C2)S(C)(=O)=O)cc1Cl	10	-4	1.1	-11	-0.3	2.4	2.4	-2	4	-3	-15
CSc1ncccc1C(=O)NC1CC(C)(C)Cc2c1cnn2-c1ccccc1C (stereo unspecified)	14	2	0.0	7	0.7	1.5	0.1	2	-12	4	1
CC(=O)c1ccc(NC(=O)C2CC(=O)N(Cc3ccccc3)C2)cc1 (stereo unspecified)	12	-1	0.2	-9	1.7	-0.7	1.1	-7	-2	2	-1
Cc1cc(C)nc(NS(=O)(=O)c2ccc(NC(=O)CCC3COc4ccccc4O3)cc2)n1 (stereo unspecified)	-13	-1	-0.7	13	3.0	-2.1	1.8	-7	-17	1	0
Cc1nc(N)sc1-c1csc(N(C)c2ccc(O)cc2)n1	-23	-1	2.0	60	9.3	-1.5	-0.3	2	-3	6	5
CCOC(=O)c1ccc(N2C(=O)CC(SCC(N)C(=O)OCC)C2=O)cc1 (stereo unspecified)	3	-2	1.1	-9	1.9	0.0	0.6	-1	-6	5	0
COC(=O)CCCC1=CC2=CC(=O)C(C)(OC(=O)c3cccs3)C(=O)C2=CN1CCc1ccccn1 (stereo unspecified)	-36	-10	1.2	-18	2.9	3.0	2.4	-6	-6	-2	2
O=S(=O)(NCc1csc(-c2cccnc2)n1)c1cccs1	-18	5	-2.9	12	1.4	0.6	0.5	-3	-3	-2	-1
COc1ccc(C(=O)C2CCN(C(=S)Nc3ccc(F)cc3)CC2)cc1	4	0	2.0	3	3.4	-0.8	1.2	-8	-7	-1	-1
COCCNC(=O)CCC(=O)NNc1nc2ccccc2c2nc(C)nn12	4	3	-4.3	17	2.3	-0.9	1.6	6	-7	10	-2
COc1ccccc1NC(=O)C(C)OC(=O)C1CC(=O)N(c2ccc3c(c2)OCCO3)C1 (stereo unspecified)	-10	-3	-3.4	608	-2.0	2.0	4.6	6	-2	3	-2
Cn1c(N)c(S(=O)(=O)N2CCCC2)c(=O)n(C)c1=O	8	0	1.3	32	-1.1	1.5	-0.7	1	1	1	1
CC(C)c1ccc(NC(=O)c2ccc3c(c2)C(=O)N(Cc2cccnc2)C3=O)cc1	-22	-6	-2.5	2	0.9	-2.1	2.9	-5	0	9	2
Cc1sc2ncnc(N3CCCCC3C)c2c1C (stereo unspecified)	-5	-3	-0.2	-10	2.9	-0.7	2.7	-3	-1	1	-4
COc1ccc(/C=C2\CCCC(C(=O)C(F)(F)F)=C2O)cc1	3	3	-0.9	-4	4.1	-0.3	4.6	-12	-9	4	-3
O=C(NNc1nc(-c2ccccc2)cs1)c1ccc(F)cc1	2	0	1.5	29	5.2	5.6	2.6	4	-5	-1	0
CCC1CCCCN1C(=O)CNCC1CCCO1 (stereo unspecified)	-2	2	2.5	4	3.4	0.5	-1.0	-2	2	2	-2
COc1ccc(S(=O)(=O)NCC2CCCN(C(=O)c3sccc3C)C2)cc1 (stereo unspecified)	13	-5	-1.1	nt	1.4	-0.2	-0.5	-9	-12	-5	-1
COc1ccnc(Oc2ccccc2)c1C(=O)N/C=N/OCc1ccccc1	-18	1	-0.2	14	1.3	0.7	1.4	-7	-8	7	-1
CCN(C[C@H]1N[C@@](C)(C(=O)OC)[C@H]2C(=O)N(C)C(=O)[C@@H]12)S(=O)(=O)c1ccccc1	-13	-5	0.3	nt	2.5	-0.5	3.2	3	-6	4	-5
O=C(NC1CC1)C1=C[C@H](C2CCCCC2)C[C@H](OCc2ccc(CO)cc2)O1	-7	-13	0.5	-6	3.2	-1.5	2.5	0	1	14	0

An excerpt of these results, with two lines to a compound:
Below each SMILES – HTR5A inv ag | Tat export inh | CDK5 p35 inh | SUMO Mot1 rescue | phage Ecoli inh | Ecoli viability | AddAB inh | PKA-R2B act | PKA-R1A act | HTR5A ag ctr | DAGLB inhibitor
- NC(=O)CN(C/C=C/c1ccccc1)C/C=C/c1ccccc1
  4 | -1 | 0.0 | -12 | -1.6 | -1.3 | 3.3 | -9 | -2 | -1 | -4
- O=C(NNc1nc(-c2ccccc2)cs1)c1ccc(F)cc1
  2 | 0 | 1.5 | 29 | 5.2 | 5.6 | 2.6 | 4 | -5 | -1 | 0
- COc1ccc(C(C(=O)NC2CCCCC2)N(C(=O)c2ccco2)c2ccccc2C(C)=O)cc1 (stereo unspecified)
  -15 | -8 | 0.9 | -1 | 0.6 | 1.9 | 4.8 | 5 | 1 | 5 | -2
- COc1ccc(-c2cc(C(=O)N3CCCC3)no2)cc1
  9 | -3 | 1.3 | -3 | 2.7 | -0.3 | 3.8 | -4 | -6 | -4 | 1

(list continues)
Compound	HTR5A inv ag	Tat export inh	CDK5 p35 inh	SUMO Mot1 rescue	phage Ecoli inh	Ecoli viability	AddAB inh	PKA-R2B act	PKA-R1A act	HTR5A ag ctr	DAGLB inhibitor
CCOC(=O)C1(Cc2cccc(Cl)c2)CCCN(C(=O)CCC(=O)N(C)C)C1 (stereo unspecified)	11	1	3.2	66	2.3	-0.9	-1.1	-9	-7	0	1
Cc1ccc(NC(=O)CSc2nnc(-c3ccccc3Br)o2)cc1C	12	9	0.2	34	2.5	-0.4	-0.5	-2	-13	2	-19
Cc1cc(S(=O)(=O)Nc2ccc(C(=O)NCC3(N(C)C)CCCCC3)cc2)ccc1F	15	-10	0.2	-23	3.2	-1.6	-1.2	7	-3	-5	-1
COc1ccccc1N(CC(=O)NCc1ccccc1)C(=O)CCC(=O)Nc1cc(C)ccn1	5	2	0.0	-1	0.0	-0.4	-1.0	0	1	-1	3
Cc1ccc(NC(=S)N(CCCN2CCN(C)CC2)Cc2cccs2)cc1C	-29	3	1.2	9	2.0	-1.6	3.1	-16	1	-2	0
O=C(CSc1nnc(CNC(=O)c2cccs2)o1)NC1CCCC1	-41	1	-1.3	6	-0.8	-0.3	-1.1	-2	2	0	2
COc1ccc(CN2CCNC(=O)C2CC(=O)N(C)Cc2cc(C)no2)cc1OC (stereo unspecified)	-2	-1	0.9	-17	1.9	nt	nt	8	-8	3	0

Assay outcomes (PubChem)
